Source: PubChem BioAssay (several laboratories)
HDAC3 inh – HDAC3 deacetylase inhibitors, primary screen, biochemical, fluorescence, cell-free homogeneous; Histone deacetylase 3 (Homo sapiens), O15379; recombinant HDAC3, fluorogenic peptide/trypsin coupled; inhibition, % at 8.3 µM; hit rate 0.15% among 320,000; AID 2718, 2010; in the data active means inhibition above about 26%, passing the limit was not always enough; inconclusive means no clear call, values can overlap the other calls
KCNQ1 block – inhibitors of human KCNQ1 channel, primary screen, cell-based, thallium flux, high-throughput; Potassium voltage-gated channel subfamily KQT member 1 (Homo sapiens), P51787; CHO-K1 KCNQ1, FluxOR thallium flux fluorescence; active compounds read high; hit rate 1.3% among 310,000; B-score at 10 µM; AID 2642, 2010;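 active means compounds whose thallium flux B-score, printed positive for inhibition, exceeds three library SD while starting fluorescence stays within three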;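 further: channel opened by potassium depolarization with thallium stimulus after 20 min compound exposure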
RGS4 act – RGS4 potentiators or activators, primary screen, cell-based, HEK293 M3R inducible RGS4, calcium flux; carbachol calcium flux Fluo4; active compounds read low; hit rate 0.92% among 310,000; B-score at 10 µM; AID 463111, 2010;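 active means B-score of the integrated calcium signal more than 4 SD below the library mean, with starting fluorescence not abnormally high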;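 further: negative B-score means reduced calcium response which marks RGS4 activation or potentiation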
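Assay system: HEK293 FlpIn-TREx cells, stable M3R, doxycycline-inducible RGS4 / Probe or stimulus: carbachol, ECmax concentration / Times: overnight RGS4 induction, 30 min dye load 37 °C, 20 min compound RT / Signal: kinetic calcium fluorescence imaging with Fluo4-AM dye, 2 µM / Measure: Agonist-evoked peak-minus-minimum fluorescence over baseline, integrated ratio, B score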
KCNK9 inh – KCNK9 potassium channel inhibitors, primary screen, HEK293 cells, thallium flux; Potassium channel subfamily K member 9 (Homo sapiens), Q9NPC2; FluxOR thallium flux fluorescence; active compounds read low; B-score at 10 µM; hit rate 1.2% among 310,000; AID 488922, 2010;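 active means ratio B-score over 3 SD below the library mean, with starting fluorescence within 5 SD of its mean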;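 further: negative B-score means less thallium flux so channel inhibition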
KCNK3 inh – human KCNK3 channel inhibitors, primary screen, CHO cells, FluxOR thallium flux, B-score | Potassium channel subfamily K member 3 (Homo sapiens), O14649 | FluxOR fluorescence; active compounds read low | B-score at 10 µM | hit rate 0.84% among 340,000;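 active means B-score under library mean minus 4 SD, starting fluorescence ratio at most library mean plus 5 SD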;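 further: more negative B-score means stronger inhibition of thallium flux through KCNK3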
PolyA inh – polyadenylation inhibitors in yeast reporter cells, primary screen, luminescence, S. cerevisiae. hit rate 0.02% among 300,000. S. cerevisiae SKY197-pL101 polyadenylation reporter, beta-gal luminescence; efflux-impaired pdr1/pdr3 knockout yeast; score 100 = 6 SD above DMSO. calls only at 12 µM. AID 1875, 2009;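 active means lowest replicate activity score at least 50, where 100 means six control SD above control mean; inconclusive means lowest score under 50 but half or more replicates reach 50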;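 further: yeast exposed to compound for 9 h at 30 °C; higher score means more reporter readthrough which indicates perturbed polyadenylation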
KCNQ1 pot – potentiators or activators of KCNQ1 channel, primary screen, cell-based, thallium flux, high-throughput; B-score at 10 µM; CHO-K1 KCNQ1, thallium flux FluxOR fluorescence; active compounds read high; Potassium voltage-gated channel subfamily KQT member 1 (Homo sapiens), P51787; hit rate 0.35% among 310,000; AID 2648, 2010;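 active means fluorescence ratio B-score, a plate-corrected score, at least three library SD, with initial intensity B-score within 5 SD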
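Schedule – 37 °C overnight plating, 90-min dark dye load, 20-min compound pretreatment · System – stable KCNQ1 CHO-K1 line · Probe or stimulus – thallium- and potassium-containing depolarizing buffer · Measured by – kinetic FluxOR fluorescence, 10 s baseline plus 110 s post-stimulus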
GSK3B inh – human GSK3beta kinase inhibitors, primary screen, biochemical, cell-free homogeneous, HTS; hit rate 0.038% among 300,000; Glycogen synthase kinase-3 beta (Homo sapiens), P49841; GST-GSK3beta kinase, ADP-Glo luminescence, 60 min; active compounds read low; AID 2097, 2009; activity score (negative = inhibition), % at 10 µM;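 active means more than half of replicate wells score below -50%, meaning over 50% inhibition versus plate controls; inconclusive means some replicates but at most half score below -50%; inactive means no replicate scores below -50%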;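 further: 0% = median DMSO wells and -100% = median GW8510 positive control wells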
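Test system – GST-tagged human GSK3beta kinase, cell-free · Incubation – 60 min enzyme reaction, room temperature · Signal – ADP-Glo luminescence · Also added – peptide substrate and ATP at 25 µM · Controls – DMSO neutral wells and GW8510 at 20 µM as positive · Buffer or medium – Tris/MgCl2 kinase buffer · Measure – Luminescence-derived activity versus plate DMSO and GW8510 wells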
Dyrk1A ADPGlo – rat Dyrk1A kinase inhibitors, primary screen, biochemical, single point, plate reader; Dual specificity tyrosine-phosphorylation-regulated kinase 1A (Rattus norvegicus), Q63470; hit rate 0.43% among 310,000; AID 504441, 2011; ADP-Glo luminescence, NFATc1 peptide; inhibition, % at 12.5 µM; in the data active means inhibition above about 50%;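 further: plate controls were vehicle with enzyme for no effect and no enzyme for full effect; many of its hits are not listed in these tables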
hERG protect – hERG rescue from dofetilide block, primary screen, cell-based, CHO-hERG, FluxOR thallium flux, dofetilide IC70; hit rate 0.51% among 310,000; Voltage-gated inwardly rectifying potassium channel KCNH2 (Homo sapiens), Q12809; activation (rescue from dofetilide block), less the hit threshold, % at 10 µM; dofetilide IC70 present;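 active means activation above the mean of controls blocked by dofetilide plus 5 SD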;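 further: thallium influx through hERG after potassium depolarization seen as dye fluorescence rise; in these data hits start at about 4.7%; inactives centre near -7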
Target sequence (Q12809 whole entry, looked up): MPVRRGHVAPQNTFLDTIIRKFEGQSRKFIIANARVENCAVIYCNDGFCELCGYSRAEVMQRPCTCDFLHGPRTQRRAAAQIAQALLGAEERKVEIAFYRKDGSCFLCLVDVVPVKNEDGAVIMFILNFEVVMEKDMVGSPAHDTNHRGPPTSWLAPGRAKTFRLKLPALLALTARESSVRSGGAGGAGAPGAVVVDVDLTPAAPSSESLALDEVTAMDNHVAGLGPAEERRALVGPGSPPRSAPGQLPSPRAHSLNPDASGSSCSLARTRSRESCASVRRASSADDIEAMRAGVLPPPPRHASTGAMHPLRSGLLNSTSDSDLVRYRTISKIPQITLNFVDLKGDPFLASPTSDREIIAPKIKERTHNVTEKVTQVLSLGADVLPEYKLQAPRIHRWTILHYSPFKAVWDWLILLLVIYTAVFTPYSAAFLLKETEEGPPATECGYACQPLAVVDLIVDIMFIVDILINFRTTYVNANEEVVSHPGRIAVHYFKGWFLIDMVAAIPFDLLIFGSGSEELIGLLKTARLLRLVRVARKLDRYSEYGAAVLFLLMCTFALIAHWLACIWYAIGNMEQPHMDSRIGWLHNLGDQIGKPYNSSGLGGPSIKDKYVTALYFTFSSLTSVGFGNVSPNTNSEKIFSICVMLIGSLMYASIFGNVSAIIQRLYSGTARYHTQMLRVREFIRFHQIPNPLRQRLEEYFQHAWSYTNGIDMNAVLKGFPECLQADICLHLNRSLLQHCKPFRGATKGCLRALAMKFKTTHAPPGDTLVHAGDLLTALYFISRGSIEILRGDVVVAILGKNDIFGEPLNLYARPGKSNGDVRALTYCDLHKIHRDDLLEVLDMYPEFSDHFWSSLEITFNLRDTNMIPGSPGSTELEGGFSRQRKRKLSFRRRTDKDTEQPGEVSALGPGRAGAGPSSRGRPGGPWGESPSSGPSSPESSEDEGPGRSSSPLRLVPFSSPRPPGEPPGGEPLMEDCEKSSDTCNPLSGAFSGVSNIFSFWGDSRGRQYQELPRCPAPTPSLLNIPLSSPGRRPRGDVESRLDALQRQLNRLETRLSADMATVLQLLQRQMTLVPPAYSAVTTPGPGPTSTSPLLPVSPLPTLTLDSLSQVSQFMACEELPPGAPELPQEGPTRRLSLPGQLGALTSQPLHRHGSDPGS
GSK3 alpha inh – blockers of GSK3A enzyme activity – biochemical, luminescence, cell-free homogeneous, HTS, primary screen. Glycogen synthase kinase-3 alpha (Homo sapiens), P49840. GSK-3 alpha kinase, ADP-Glo luminescence, 60 min. inhibition, % at 10 µM. hit rate 0.1% among 320,000;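 in the data active means inhibition above about 50%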;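 further: GST-tagged GSK-3 alpha with peptide substrate and 25 µM ATP; 0% = DMSO neutral wells and 100% = GW8510 positive control wells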
Starred values were filed as active, the others as inactive; i = inactive; ? = inconclusive; . = not tested or not shown. This is a subset. The share of hits here may be higher or lower than overall.

Every second line gives: HDAC3 inh | KCNQ1 block | RGS4 act | KCNK9 inh | KCNK3 inh | PolyA inh | KCNQ1 pot | GSK3B inh | Dyrk1A ADPGlo | hERG protect | GSK3 alpha inh
COC(=O)C(C)(C)ONC(=O)Nc1ccc(C)cc1
→ . | i | i | i | i | i | i | 1 | 4 | -10 | .
FC(F)(F)c1nc(-c2cccs2)ncc1-c1nnnn1-c1ccc(Cl)cc1
→ 15 | i | -8.9* | i | i | i | i | -2 | -2 | -17 | -1
COc1ccccc1C(=O)COC(=O)Cn1nc(C)c([N+](=O)[O-])c1C
→ 3 | i | i | i | i | i | i | 2 | -2 | -16 | -2
CC(C)(C)c1ccc(-c2csc(NNC3=NCCCCC3)n2)cc1
→ 2 | i | i | i | i | i | i | 2 | -10 | -3 | -1
COc1ccccc1NC(=S)NCc1ccc(Cl)cc1
→ 0 | i | i | i | i | i | i | 2 | -4 | 1 | .
COc1ccc(S(=O)(=O)Nc2ccc(Cl)cn2)c(C)c1C
→ 4 | i | i | i | i | i | i | 2 | 2 | 2 | .
CN1C(=O)c2ccc(C(=O)Nc3nccs3)cc2C1=O
→ 5 | i | i | i | i | i | i | -1 | 42 | -1 | .
Cc1ccc(Nc2nc(N3CCOCC3)nc(N3CCOCC3)n2)cc1Cl
→ -1 | i | i | i | i | i | i | -5 | 2 | -7 | 8
CC(=O)c1ccc(S(=O)(=O)N(C)CC(=O)N2CCCCCC2)cc1
→ 5 | i | i | i | i | i | i | 3 | -4 | -6 | -3
COc1ccc(S(=O)(=O)Nc2ccc(S(=O)(=O)N(C)C)cc2)cc1[N+](=O)[O-]
→ 0 | i | i | i | i | i | i | 3 | -4 | -1 | 0
CN1C(C(=O)NCc2ccco2)CC2Cn3c(nc4ccccc43)C21 (centres undefined)
→ -3 | i | i | i | i | i | i | 1 | 5 | -9 | -2
CCOC(=O)C1CCN(c2nc(C)nc3c2oc2ccccc23)CC1
→ 5 | i | i | i | i | i | i | -1 | -4 | -6 | .
CC(=O)C12OC1CC1C3CCC4=CC(=O)CCC4(C)C3CCC12C (centres undefined)
→ -12 | i | i | i | i | i | i | 1 | -4 | -6 | -3
CC(C)=NOCC(=O)Nn1c(COc2c(C)cccc2C)nc2ccccc2c1=O
→ 1 | i | i | i | i | i | i | 0 | 0 | -2 | 0
O=C1Cc2ccccc2C(c2c(Cl)cccc2Cl)N1 (centres undefined)
→ -1 | i | i | i | i | i | i | -1 | -2 | -13 | -1
Cc1ccc(C)c(N2CCN(C(=O)c3ccc(NS(=O)(=O)c4c(C)noc4C)cc3)CC2)c1
→ 1 | i | i | i | i | i | i | 4 | 5 | -8 | 3
CCn1c(C(=O)O)c(CC(=O)Nc2ccccc2F)c2ccccc21
→ 0 | i | i | i | i | i | i | 2 | 0 | -6 | -5
CC(NC(=S)NNS(=O)(=O)c1cccc([N+](=O)[O-])c1)c1ccccc1 (centres undefined)
→ -2 | i | i | i | i | i | i | 1 | -3 | -17 | 2
CCOC(=O)c1c(NC(=O)CSc2nc3cccnc3n2C)sc(C(C)=O)c1C
→ -3 | i | i | i | -10* | i | i | 3 | 0 | -5 | -2
CCOc1cc(S(=O)(=O)NCc2ccc3c(c2)OCO3)ccc1F
→ -5 | i | i | i | i | i | i | 0 | 5 | -10 | -3
COc1ccc(C2=CC(c3cc(OC)c(OC)c(OC)c3)NC(=S)N2)cc1 (centres undefined)
→ 7 | i | i | i | i | i | i | 1 | -1 | 1 | 4
CC(=O)c1ccc(OCC(O)Cn2nnc3ccccc32)cc1 (centres undefined)
→ ? | i | i | i | i | i | i | 3 | 4 | -9 | -2
Cc1ccc(C(=O)NC=C(Cl)Cl)cc1
→ -8 | i | i | i | i | i | i | 0 | -4 | -12 | -3
COc1ccc(-c2noc(-c3ccc(Cl)cc3)n2)cc1
→ 2 | i | i | i | . | i | i | 0 | . | -14 | -1
CC(C)CNS(=O)(=O)c1ccc(S(=O)(=O)N2CCN(C3CCCC3)CC2)cc1
→ 1 | i | i | i | i | i | i | -2 | 1 | -8 | 0
Cc1ccccc1NC(=O)COc1ccc(S(=O)(=O)N2CCCC2)cc1C
→ 0 | i | i | i | i | i | i | -2 | 1 | -11 | -4
CCn1cnc2c1c(=O)n(Cc1csc(-c3ccccc3)n1)c(=O)n2Cc1ccccc1
→ 6 | i | i | i | i | i | i | . | . | -11 | 2
CC1CCN(S(=O)(=O)c2ccc3[nH]cc(C(=O)NCCN4CCOCC4)c(=O)c3c2)CC1
→ 3 | i | i | i | i | i | i | 7 | 3 | -4 | 0
COc1cc(C(=O)Nc2cc3c4c(c2)CC(=O)N4CCC3)cc(OC)c1OC
→ 9 | i | i | i | i | i | i | -1 | 4 | -10 | 0
O=C(Cc1ncc(C(F)(F)F)cc1Cl)Nc1ccc(F)cc1
→ -4 | i | i | i | i | i | i | -1 | 7 | -4 | 0

Pulled by compound from the entries so far:
Every second line gives: HDAC3 inh | KCNQ1 block | RGS4 act | KCNK9 inh | KCNK3 inh | PolyA inh | KCNQ1 pot | GSK3B inh | Dyrk1A ADPGlo | hERG protect | GSK3 alpha inh
Cc1ccc(C)c(N2CCN(C(=O)c3ccc(NS(=O)(=O)c4c(C)noc4C)cc3)CC2)c1
→ 1 | i | i | i | i | i | i | 4 | 5 | -8 | 3
CN1C(=O)c2ccc(C(=O)Nc3nccs3)cc2C1=O
→ 5 | i | i | i | i | i | i | -1 | 42 | -1 | .

Continued.
Every second line gives: HDAC3 inh | KCNQ1 block | RGS4 act | KCNK9 inh | KCNK3 inh | PolyA inh | KCNQ1 pot | GSK3B inh | Dyrk1A ADPGlo | hERG protect | GSK3 alpha inh
O=[N+]([O-])c1ccc(Cl)c(S(=O)(=O)Nc2ccc(-c3ccc(N4CCCC4)nn3)cc2)c1
→ 1 | i | i | i | i | i | i | 3 | -1 | -8 | -3
CCC1(C)OCC(Cn2c3ccccc3c3ccccc32)O1 (centres undefined)
→ 8 | i | i | i | . | i | i | -1 | . | -13 | -3
CCOC(=O)CCNC(=O)CNC(=O)OCc1ccccc1
→ -4 | i | i | i | i | i | i | 0 | -4 | -11 | -4
O=C(c1cc(COc2ccccc2)on1)N1CCCC(OCc2cccnc2)C1 (centres undefined)
→ 1 | i | i | i | i | i | i | 1 | -3 | -13 | -2
CCOc1ccc(N(CC(=O)NCCc2ccccc2)C(=O)CCC(=O)Nc2cc(C)ccn2)cc1
→ 5 | i | i | i | i | i | i | 2 | 6 | -6 | -2
O=C(NC(=S)Nc1ccc2c(c1)OCCO2)c1cccc(Br)c1
→ 2 | i | i | i | i | i | i | 1 | -3 | 1 | 2
CC(C)NCC(O)COCCOc1ccc(Br)cc1 (centres undefined)
→ -10 | i | i | i | i | i | i | -2 | 0 | -7 | 0
COc1cc(C2OC(=O)C3C(c4ccc(OC(C)=O)c(OC)c4)OC(=O)C23)ccc1OC(C)=O (centres undefined)
→ . | i | i | i | i | i | i | -1 | -7 | -7 | -5
c1ccc(-c2ccc(-c3csnn3)cc2)cc1
→ -9 | i | i | i | i | i | i | -1 | -3 | 0 | -1
CN(c1ccc([N+](=O)[O-])cc1C(=O)Nc1ccccc1)C1CCCCC1
→ 0 | i | i | -13* | i | i | i | 1 | -1 | -13 | 3
CC(=O)Nc1ccc(C(=O)NNS(=O)(=O)c2ccc(C)cc2)cc1
→ 4 | i | i | i | i | i | i | -3 | -2 | -8 | 1
O=Cc1c(NCc2ccccc2F)c2ccccc2[nH]c1=O
→ 1 | i | i | i | i | i | i | -6 | . | -8 | 2
CCCNS(=O)(=O)c1ccc(CCC(=O)NCc2cccnc2)cc1
→ 4 | i | i | i | i | i | i | 4 | 1 | -1 | 0
O=C1Nc2ccccc2C12OCCCCO2
→ 0 | i | i | i | i | i | i | 12 | -10 | -10 | -3
Cc1ccc2c(c1)nnn2C1CCN(CC(=O)N2c3ccccc3CC2C)CC1 (centres undefined)
→ 1 | i | i | i | i | i | i | 2 | 6 | 0 | -3
Cc1c(C(=O)Nc2ccc(Cl)cc2)c2ccccn2c1CCc1ccncc1
→ -17 | i | i | i | -9.7* | i | i | -1 | -2 | -7 | -3
O=C(O)CCc1ccc(-c2ccc(Br)cc2)n1CC(=O)O
→ 3 | i | i | i | i | i | i | 3 | -13 | -9 | -2
CN(C)C(=O)c1ccc(NC(=O)c2ccccc2Sc2ccccc2C#N)cc1
→ -2 | i | i | i | i | . | i | 3 | -4 | -4 | -2
CCC(C(=O)N1CCN(c2ccccn2)CC1)n1nc(C)n2c(cc3occc32)c1=O (centres undefined)
→ -6 | i | i | i | i | i | i | 1 | -4 | -9 | -1
CCOC(=O)N1CCN(C(=O)C(CC)n2nc(C)c3sc4ccccc4c3c2=O)CC1 (centres undefined)
→ -2 | i | i | i | i | i | i | -3 | 14 | -8 | 0
O=C(Nc1ccccc1C(=O)Nc1ccncc1)c1cccc([N+](=O)[O-])c1
→ -4 | i | i | i | i | i | i | 2 | -6 | -8 | -1
COC(=O)c1cc(-c2c[nH]c3ccccc23)n[nH]1
→ 4 | i | i | i | i | i | i | 1 | 5 | -3 | -2
CCOc1cc(C(=O)Nc2cc3c(cc2N2CCCC2)n(C)c(=O)n3C)cc(OCC)c1OCC
→ -1 | i | i | i | i | i | i | -2 | -1 | -6 | 1
